Source: PubChem BioAssay (several laboratories)
ABHD4 inh = inhibitors of mouse ABHD4; inhibition, % at 8.92 µM; actives 0.54% (n = 370,000); AID 720543; purified mABHD4, FP-Rh probe fluorescence polarization;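 active means inhibition exceeding the mean over every tested compound plus 3 SD, cut at about 30% in these data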;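 further: 0% = plate median of compound wells and 100% = S159A mutant with DMSO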
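System: mouse ABHD4 enzyme, wild type / Medium: HEPES pH 7.0, NaCl, Pluronic buffer / Reagent: FP-Rh activity-based fluorescent probe / Control set: S159A mutant high control, sample median low control / Detection: fluorescence polarization with parallel and perpendicular emission, 525/598 nm / Schedule: 45 min + 60 min at 25 °C / Compound dosing: 8.92 µM, single dose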
NPR2 activator = GC-B (human) receptor activation; actives 0.11% (n = 370,000); activation, % at 10 µM; HEK293-GC-B cells, CNP EC30, cGMP TR-FRET; 0% at EC30 CNP, 100% saturating CNP; AID 1920062; P20594;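 active means activation at 10 µM reaching about 35% in either raw or pattern-adjusted values, limit read from the data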
HTRA1 inhibitor = inhibitors of human serine peptidase HTRA1; Q92743; AID 504803; recombinant HTRA1, FP-rhodamine activity-based probe, fluorescence polarization; inhibition, % at 5.96 µM; actives 0.5% (n = 340,000); in the data active means inhibition above about 36%;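 further: 0% = enzyme with DMSO and 100% = wells lacking enzyme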
TCR-CD3 inh = inhibitors of human TCR-CD3 interaction | TAMRA-labeled TCR probe fluorescence, biochemical | inhibition, % at 9.4 µM | actives 0.37% (n = 360,000); in the data active means inhibition above about 19%;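 further: recombinant mutant TCR 2C K166C tagged with TAMRA read by polarization; 0% = receptor in buffer alone and 100% = receptor with positive control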
LEDGF integ inh = blocks HIV-1 LEDGF/p75-dependent DNA integration; TR-FRET IN-LEDGF/p75 DNA integration, Eu/Cy5; inhibition, % at 3.7 µM; actives 0.64% (n = 370,000); AID 743269;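 active means inhibition above the screen-wide mean plus 3 SD, cut at about 13% in these data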;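 further: signal is the Cy5 over europium emission ratio at 671 and 618 nm; 0% = plate median of compound wells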
SIAE inh = inhibitors of human sialic acid acetylesterase SIAE. Q9HAT2. SIAE FP-Rh probe binding, fluorescence polarization. inhibition, % at 9.66 µM. actives 0.69% (n = 370,000). AID 1053197;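 active means inhibition above a cutoff: mean of compounds within the control limits plus 3 SD of those, cut at about 17% in these data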;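 further: 0% = plate median of compound wells and 100% = probe without SIAE protein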
Target sequence (Q9HAT2 whole entry, looked up): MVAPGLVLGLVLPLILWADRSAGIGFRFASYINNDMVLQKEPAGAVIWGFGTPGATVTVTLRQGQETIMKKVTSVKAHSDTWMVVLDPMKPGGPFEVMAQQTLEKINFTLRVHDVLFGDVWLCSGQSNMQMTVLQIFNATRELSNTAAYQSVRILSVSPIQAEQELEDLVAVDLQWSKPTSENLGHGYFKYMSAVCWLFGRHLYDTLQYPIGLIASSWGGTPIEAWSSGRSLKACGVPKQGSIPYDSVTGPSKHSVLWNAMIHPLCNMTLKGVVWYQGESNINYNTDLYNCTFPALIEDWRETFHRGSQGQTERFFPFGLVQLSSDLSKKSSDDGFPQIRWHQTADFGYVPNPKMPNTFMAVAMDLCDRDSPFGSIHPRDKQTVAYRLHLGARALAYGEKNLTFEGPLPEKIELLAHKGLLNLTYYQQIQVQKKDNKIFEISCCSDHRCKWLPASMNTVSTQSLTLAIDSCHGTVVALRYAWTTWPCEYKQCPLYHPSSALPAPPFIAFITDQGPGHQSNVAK
rCAG RNA binder = molecules binding r(CAG) RNA repeats; inhibition, % at 3 µM; r(CAG) RNA repeat, TO-PRO-1 dye displacement fluorescence; AID 651821; actives 1.3% (n = 370,000);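 active means inhibition above the plate cutoff, the mean of all test compounds on that plate plus 3 SD, cut at about 35% in these data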;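 further: 0% = DMSO alone and 100% = 100 µM mitoxantrone as full dye displacement; higher means more dye released from RNA so lower well fluorescence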
MBD2 DNA inh = inhibitors of human MBD2 binding to methylated oligonucleotide; actives 0.31% (n = 370,000); Q9UBB5; TR-FRET; inhibition, % at 4.4 µM; in the data active means inhibition above about 13%
Target sequence (Q9UBB5 whole entry, looked up): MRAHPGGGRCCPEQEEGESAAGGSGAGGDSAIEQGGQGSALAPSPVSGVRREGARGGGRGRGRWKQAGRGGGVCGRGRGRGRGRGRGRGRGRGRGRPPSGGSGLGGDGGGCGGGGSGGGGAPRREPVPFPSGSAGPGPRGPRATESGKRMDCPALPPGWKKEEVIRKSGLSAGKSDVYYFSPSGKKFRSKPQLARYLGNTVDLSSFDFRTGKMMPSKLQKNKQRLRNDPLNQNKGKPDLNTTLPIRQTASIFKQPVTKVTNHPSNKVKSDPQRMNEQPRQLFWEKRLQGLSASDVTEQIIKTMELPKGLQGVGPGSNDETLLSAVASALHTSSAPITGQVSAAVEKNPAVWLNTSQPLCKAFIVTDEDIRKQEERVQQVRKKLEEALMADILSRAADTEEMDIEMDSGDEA
PRMT1 FP inh = PRMT1 (human) inhibition, primary screen. Q99873. recombinant PRMT1, activity-based probe fluorescence polarization. inhibition, % at 2.79 µM. actives 1.3% (n = 370,000). AID 652257;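 active means inhibition above about 21% made by adding two undisclosed values, limit read from the data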
TDP2 inh = blocks human TDP2 phosphodiesterase activity. inhibition, % at 12.8 µM. recombinant TDP2, T5PNP hydrolysis, p-nitrophenol absorbance 415 nm. O95551. actives 0.34% (n = 370,000);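 active means inhibition above the mean of all tested compounds plus 3 SD, set per campaign, cut at about 25% in these data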;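 further: 0% = DMSO with enzyme and 100% = buffer with substrate but no TDP2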
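Assay system: Recombinant human TDP2 | Quantity: 120 nM TDP2 per well | Incubation: 2 h at 37 °C | Signal: Epi absorbance | Evaluation: Percent inhibition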
Active calls of the source: *; · = no result given. Some of the compounds tested; the hit share may differ from the screen's.

(1) CCn1cc(C(=O)NCc2ccncc2)c(=O)c2cc(F)c(N3CCN(C(=O)c4ccco4)CC3)cc21
(2) CCC(C)c1ccccc1NC(=O)COc1ccc(-n2cnnn2)cc1 (centres undefined)
(3) COc1cccc(NC(=O)COc2ccccc2)c1
(4) COc1ccccc1C(=O)NNC(=O)C1CCN(C(=O)OC(C)(C)C)CC1
(5) Cc1cc(Cn2nc(-c3ccccc3)cc2C(=O)NCc2cccc(Br)c2)on1
(6) Nc1ccccc1SCc1ccccc1
(7) O=C(Nc1ccc(S(=O)(=O)N2CCCC2)cc1)c1cccs1
(8) CCN(CC)C(=O)CC[C@H]1CC[C@]2(CCCN(Cc3cccnc3)C2)O1
assay / entry	1	2	3	4	5	6	7	8
ABHD4 inh	7	7	0	3	-109	-2	-9	-1
NPR2 activator	-1	-7	-3	-3	8	5	1	-1
HTRA1 inhibitor	·	1	10	7	-134	-4	-10	·
TCR-CD3 inh	-3	-9	0	-6	6	6	-6	·
LEDGF integ inh	-4	-4	-2	-2	-2	6	0	-2
SIAE inh	-5	2	-1	5	-114	0	7	15
rCAG RNA binder	0	0	-3	-2	1	-4	4	2
MBD2 DNA inh	2	1	3	3	0	1	3	3
PRMT1 FP inh	4	-1	1	-2	1	-4	3	0
TDP2 inh	-8	6	-4	12	11	-14	4	4

(9) O=C(NCC1CCCCC1)c1ccc(F)c(S(=O)(=O)N2CCOCC2)c1
(10) O=C(Nc1ccn(Cc2c(F)c(F)c(F)c(F)c2F)n1)c1cccc(Cn2cc([N+](=O)[O-])cn2)c1
(11) CCc1ccc(-c2nc(CS(=O)CC(=O)NCCN3CCCCCC3)c(C)o2)cc1 (centres undefined)
(12) Cc1nnc(C)c2c(C)n(-c3ccccc3N)c(C)c12
(13) O=C(NCc1ccco1)C1CCCN(S(=O)(=O)c2cccc3nonc23)C1 (centres undefined)
(14) CCC(=O)NCc1nc2ccccc2n1Cc1ccccc1F
(15) COc1cc(/C=N/NC(=O)c2csc3c2CCCC3)ccc1OCCN1CCOCC1
(16) CN(C)/C=C/C(=O)c1nn(-c2ccc(F)cc2)ccc1=O
assay / entry	9	10	11	12	13	14	15	16
ABHD4 inh	-1	5	5	8	6	-7	2	-3
NPR2 activator	4	0	2	1	2	5	1	2
HTRA1 inhibitor	-4	2	-5	23	·	-1	0	3
TCR-CD3 inh	1	5	15	-1	-3	2	3	7
LEDGF integ inh	3	6	3	-3	2	1	1	1
SIAE inh	-7	1	1	11	2	-2	0	0
rCAG RNA binder	-2	-1	-6	1	14	0	-4	1
MBD2 DNA inh	-1	-4	0	6	0	0	-6	2
PRMT1 FP inh	-2	2	-2	6	12	-1	-5	-4
TDP2 inh	-7	-4	-9	5	10	-8	7	-3

2 records picked at random from the list so far, as already listed:
(15) COc1cc(/C=N/NC(=O)c2csc3c2CCCC3)ccc1OCCN1CCOCC1
(5) Cc1cc(Cn2nc(-c3ccccc3)cc2C(=O)NCc2cccc(Br)c2)on1
assay / entry	15	5
ABHD4 inh	2	-109
NPR2 activator	1	8
HTRA1 inhibitor	0	-134
TCR-CD3 inh	3	6
LEDGF integ inh	1	-2
SIAE inh	0	-114
rCAG RNA binder	-4	1
MBD2 DNA inh	-6	0
PRMT1 FP inh	-5	1
TDP2 inh	7	11

(list continues)
(17) CC(=O)Nn1cnc2c(c1=O)C1(CCCCC1)Cc1ccccc1-2
(18) CCCCCCN1CCN(C2CN(Cc3cn(Cc4cccc(Cl)c4)nn3)S(=O)(=O)C2)CC1 (centres undefined)
(19) O=C(CSc1nc2ccc([N+](=O)[O-])cc2[nH]1)c1ccc(Cl)cc1
(20) Nc1nc(SCc2ccc(Cl)cc2Cl)n[nH]1
(21) COc1ccccc1NC(=O)CCSc1nnc(-c2ccco2)o1
(22) C[C@@H]1CCCCO[C@@H](CN(C)Cc2ccncc2)[C@@H](C)CN([C@H](C)CO)C(=O)c2cc(NC(=O)c3ccccc3)ccc2O1
(23) COC(=O)[C@]12C[C@H](CC(=O)NCc3cccc4ccccc34)C(=O)N(CCC3=CCCCC3)C1=C[C@H](COCc1ccccc1)O[C@@H]2C
(24) CC(c1nc2ccccc2n1Cc1ccccc1)N1CCCCC1 (centres undefined)
assay / entry	17	18	19	20	21	22	23	24
ABHD4 inh	-4	-4	0	-6	-5	-5	5	4
NPR2 activator	-3	-1	-1	2	0	2	-2	-15
HTRA1 inhibitor	3	·	-13	5	3	-1	·	-14
TCR-CD3 inh	3	1	-7	1	7	-1	-6	-4
LEDGF integ inh	-4	3	-1	1	-2	5	0	-4
SIAE inh	4	7	-15	-1	-3	7	-2	-6
rCAG RNA binder	1	-1	19	-2	-2	1	6	-6
MBD2 DNA inh	-1	10	-3	3	-2	-1	1	3
PRMT1 FP inh	-1	0	3	0	3	0	1	3
TDP2 inh	1	-6	-14	-8	8	1	11	4

(25) COc1cccc(C(=O)N(CN2CCCC2=O)c2cccc(Cl)c2)c1OC
(26) Clc1ccc(OCCOCCNCc2ccccc2)cc1Cl
(27) Cc1cc(Nc2ccc(Cl)cc2)n(-c2ccccc2)n1
(28) COc1ccc(-c2c(C#N)cnc(C)c2C)c(O)c1OC
(29) COc1ccccc1Cn1c(=S)[nH]c2cc(C(=O)N3CC(C)CC(C)C3)ccc2c1=O (centres undefined)
(30) CC(=O)Oc1ccc(N2C(=O)C3C4C=CC(CO)(O4)C3C2=O)cc1 (centres undefined)
(31) O=C(NCc1cccnc1)C1CC(c2ccc(Cl)c(Cl)c2)=NO1 (centres undefined)
(32) Oc1c(C=Nc2cccnc2)sc2ccccc12
assay / entry	25	26	27	28	29	30	31	32
ABHD4 inh	-5	13	1	-8	1	0	-5	-15
NPR2 activator	-7	-5	5	-2	6	14	2	-18
HTRA1 inhibitor	7	3	-12	6	-40	3	-6	3
TCR-CD3 inh	-4	-10	5	2	-7	-4	5	-19
LEDGF integ inh	-2	-3	3	1	-4	4	1	-5
SIAE inh	-3	1	0	-1	-2	4	-2	-14
rCAG RNA binder	-1	-4	-3	1	5	2	14	2
MBD2 DNA inh	2	2	-2	2	3	2	2	-3
PRMT1 FP inh	2	2	2	0	2	85*	-2	65*
TDP2 inh	-11	8	1	9	4	-4	5	-7

(33) CCN(CC)C(=S)SCC(=O)Nc1ccc(S(N)(=O)=O)cc1
(34) CC(=O)c1c(COC(=O)c2ccc(F)cc2)nc2ccccc2[n+]1[O-]
(35) O=C(N/C(=C/c1ccc(F)cc1)C(=O)N1CCCCC1)c1ccco1
(36) CCOC(=O)c1nc2ccccc2s1
(37) CNC(=O)CSc1nnc(SCCC(=O)O)s1
(38) Cc1nn(-c2ccccc2)c2[nH]c(=O)c(CNc3ccc(N4CCOCC4)cc3)cc12
(39) Cc1ccc(Oc2cnn(-c3ccccc3)c(=O)c2Br)cc1
(40) CC(NC(=O)C(C)N1C(=O)C2C3CC(C(Br)C3Br)C2C1=O)c1ccccc1 (centres undefined)
assay / entry	33	34	35	36	37	38	39	40
ABHD4 inh	-3	-2	3	-1	2	0	-3	-5
NPR2 activator	-4	-1	-2	-8	2	-1	0	-2
HTRA1 inhibitor	3	·	-2	3	2	28	2	-2
TCR-CD3 inh	5	1	-3	3	5	6	8	11
LEDGF integ inh	3	-1	-2	1	1	5	2	4
SIAE inh	0	-1	16	-2	-11	-33	-3	-6
rCAG RNA binder	-2	-2	-9	-1	0	8	-3	0
MBD2 DNA inh	-6	1	-7	8	-4	0	4	-1
PRMT1 FP inh	-4	-2	4	0	-3	-1	2	0
TDP2 inh	-9	-13	8	5	-12	14	6	-3

(41) COc1cccc(C(=O)CN2CCC(NC(=O)NC3CCCCC3)CC2)c1
(42) O=C(CNC(c1ccccc1)c1ccccc1)NCc1ccccc1Cl
(43) CC(C)Nc1nc(NC(C)(C)C)nc(Oc2ccc(=O)n(-c3ccccc3)n2)n1
(44) O=C(Nc1ccc(O)c2c(=O)cc(-c3ccccc3Cl)oc12)c1ccccc1Cl
(45) CC(C)(C)c1ccc(C(=O)NC2CCS(=O)(=O)C2)cc1 (centres undefined)
(46) CC1CN(S(=O)(=O)c2ccc(C(=O)Nc3nnc(-c4ccccn4)o3)cc2)CC(C)O1 (centres undefined)
(47) O=C(Cn1cnc2c(cnn2-c2ccc(F)cc2)c1=O)NCc1ccco1
assay / entry	41	42	43	44	45	46	47
ABHD4 inh	-12	-16	-2	-18	4	-1	9
NPR2 activator	-2	-9	-6	-6	2	3	-5
HTRA1 inhibitor	2	-35	-7	-14	19	4	3
TCR-CD3 inh	-2	-2	-2	-2	-1	-1	-1
LEDGF integ inh	6	2	0	1	1	0	-1
SIAE inh	2	2	-2	13	4	-1	-5
rCAG RNA binder	1	-9	0	2	-2	17	2
MBD2 DNA inh	2	7	-2	-6	2	4	0
PRMT1 FP inh	-3	-1	-2	-2	-1	-4	-2
TDP2 inh	-3	3	6	11	-13	7	3

Results in TDP2 inh, for some of the entries so far:
No. | Compound | TDP2 inh
17 | CC(=O)Nn1cnc2c(c1=O)C1(CCCCC1)Cc1ccccc1-2 | 1
18 | CCCCCCN1CCN(C2CN(Cc3cn(Cc4cccc(Cl)c4)nn3)S(=O)(=O)C2)CC1 (centres undefined) | -6
19 | O=C(CSc1nc2ccc([N+](=O)[O-])cc2[nH]1)c1ccc(Cl)cc1 | -14
20 | Nc1nc(SCc2ccc(Cl)cc2Cl)n[nH]1 | -8
21 | COc1ccccc1NC(=O)CCSc1nnc(-c2ccco2)o1 | 8
22 | C[C@@H]1CCCCO[C@@H](CN(C)Cc2ccncc2)[C@@H](C)CN([C@H](C)CO)C(=O)c2cc(NC(=O)c3ccccc3)ccc2O1 | 1
23 | COC(=O)[C@]12C[C@H](CC(=O)NCc3cccc4ccccc34)C(=O)N(CCC3=CCCCC3)C1=C[C@H](COCc1ccccc1)O[C@@H]2C | 11
